IDH1 R132H inh: IDH1 R132H (human) inhibition; IDH1 R132H reductase, diaphorase/resazurin fluorescence, 60 min; AID 624101; inhibition, % at 10 µM; O75874; hit rate 0.18% among 70,000; in the data active = inhibition above about 34%;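 also: 0% = DMSO and 100% = no enzyme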
PRC2 inh: EZH2 (human) methyltransferase inhibition; Q15910; PRC2 H3K27 methylation, DELFIA TRF, 1 h; inhibition, % at 12.5 µM; hit rate 0.35% among 57,000;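 active = mean inhibition of replicates at least 50% and every single replicate also reaching 50%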;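 also: dimethyl H3K27 on biotinylated H3 21-44 peptide detected by antibody; plate controls were median neutral control wells for no effect and median positive control wells for full effect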
Target sequence (Q15910 whole entry, looked up): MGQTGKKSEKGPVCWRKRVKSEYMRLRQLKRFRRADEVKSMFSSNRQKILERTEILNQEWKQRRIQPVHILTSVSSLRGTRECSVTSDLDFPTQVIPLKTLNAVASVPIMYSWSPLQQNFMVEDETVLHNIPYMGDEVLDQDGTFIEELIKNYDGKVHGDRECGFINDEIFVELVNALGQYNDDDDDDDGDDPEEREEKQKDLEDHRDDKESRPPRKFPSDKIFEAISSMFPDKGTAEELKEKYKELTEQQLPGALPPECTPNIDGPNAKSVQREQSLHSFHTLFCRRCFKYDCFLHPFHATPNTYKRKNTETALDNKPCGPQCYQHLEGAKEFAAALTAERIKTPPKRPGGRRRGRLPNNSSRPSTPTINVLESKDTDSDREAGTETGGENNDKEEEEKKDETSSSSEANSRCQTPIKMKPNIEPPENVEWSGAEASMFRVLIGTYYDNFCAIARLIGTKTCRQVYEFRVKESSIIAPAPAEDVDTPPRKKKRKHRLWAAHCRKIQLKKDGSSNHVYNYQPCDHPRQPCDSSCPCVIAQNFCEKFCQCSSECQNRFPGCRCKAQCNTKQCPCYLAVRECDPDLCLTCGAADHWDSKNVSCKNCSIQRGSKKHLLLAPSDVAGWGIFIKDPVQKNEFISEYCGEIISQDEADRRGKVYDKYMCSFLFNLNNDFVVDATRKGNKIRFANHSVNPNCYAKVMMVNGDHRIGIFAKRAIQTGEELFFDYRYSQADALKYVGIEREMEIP
* = called active by the depositor; nt = no result given.

| smiles | IDH1 R132H inh | PRC2 inh |
| --- | --- | --- |
| COc1ccc(CN(C)C[C@@H]2OCCCC[C@H](C)Oc3ccc(NC(=O)Cc4ccccc4)cc3C(=O)N([C@H](C)CO)C[C@@H]2C)cc1 | 1.8 | nt |
| Cc1ccc2c(c1)c1nnc(SCCN3CCOCC3)nc1n2C | -0.5 | -3 |
| C[C@H](CO)N1C[C@H](C)[C@H](CN(C)C)Oc2ncc(-c3ccc(C(=O)N(C)C)cc3)cc2C1=O | -0.7 | -9 |
| CN(C)CC(=O)Nc1ccc2c(c1)[C@@H]1C[C@@H](CC(=O)N(C)C)O[C@H](CO)[C@@H]1O2 | -0.1 | 21 |
| C[C@H](CO)N1C[C@H](C)[C@@H](CN(C)Cc2ccc(C(F)(F)F)cc2)Oc2ccc(NC(=O)CCC(F)(F)F)cc2C1=O | 0.4 | nt |
| C[C@H]1CN([C@@H](C)CO)C(=O)c2cc(NC(=O)Nc3ccccc3)ccc2O[C@@H]1CN(C)C(=O)Nc1ccc(F)cc1 | 0.0 | nt |
| CCC1(C)Cc2ccccc2-c2nc(NCCCO)n(-c3ccc(C)cc3)c(=O)c21 (centres undefined) | -0.1 | -11 |
| COc1ccc(S(=O)(=O)Nc2ccc3c(c2)C(=O)N([C@@H](C)CO)C[C@H](C)[C@@H](CN(C)Cc2ccc(C(F)(F)F)cc2)OCCCC[C@@H](C)O3)cc1 | 1.7 | nt |
| C[C@H](CO)N1C[C@H](C)[C@@H](CN(C)C(=O)Nc2ccccc2)Oc2ccc(NC(=O)Cc3ccccc3)cc2C1=O | 1.0 | 7 |
| C[C@@H]1CN([C@H](C)CO)C(=O)c2cc(NC(=O)c3ccncc3)ccc2O[C@@H](C)CCCCO[C@@H]1CN(C)S(=O)(=O)c1ccc(F)cc1 | 2.7 | nt |
| CSc1cccc(NC(=O)CSc2nnc(N)s2)c1 | 0.2 | -1 |
| C[C@H]1CN([C@@H](C)CO)C(=O)Cc2cc(NC(=O)Nc3ccc(C(F)(F)F)cc3)ccc2O[C@@H]1CN(C)C(=O)NC1CCCCC1 | -0.1 | nt |
| O=C(C[C@H]1C[C@H]2c3cc(NC(=O)c4ccc5c(c4)OCO5)ccc3O[C@H]2[C@@H](CO)O1)NC1CCCC1 | -0.4 | 5 |
| O=C(N[C@@H]1CC[C@H](CCNS(=O)(=O)c2ccccc2Cl)O[C@@H]1CO)c1ccc(F)cc1 | -0.4 | 9 |
| COc1ccc(S(=O)(=O)N(C)C[C@@H]2Oc3ccc(NS(=O)(=O)c4c(C)noc4C)cc3CC(=O)N([C@@H](C)CO)C[C@@H]2C)cc1 | 0.2 | nt |
| C=C1[C@H]2CC[C@H](C(=O)O)[C@@]23CC[C@H](C3)C1(C)C | 0.0 | nt |
| COc1ccc(-c2cnc3c(c2)C(=O)N([C@@H](C)CO)C[C@@H](C)[C@@H](CN(C)S(=O)(=O)c2ccc(OC)cc2)O3)cc1 | -0.2 | -2 |
| CCOc1c(O)ccc(C(c2c[nH]c3ccccc23)c2c[nH]c3ccccc23)c1[N+](=O)[O-] | -0.8 | nt |
| COc1ccc(NC(=O)N(C)C[C@@H]2Oc3ccc(NC(=O)Nc4c(C)noc4C)cc3CC(=O)N([C@@H](C)CO)C[C@@H]2C)cc1 | -5.8 | nt |
| CN/C(=C/[N+](=O)[O-])NCCSCc1csc(CN(C)C)n1 | 0.2 | 8 |

Reprinted from the part before: 2 entries, followed by the next part.
| smiles | IDH1 R132H inh | PRC2 inh |
| --- | --- | --- |
| COc1ccc(NC(=O)N(C)C[C@@H]2Oc3ccc(NC(=O)Nc4c(C)noc4C)cc3CC(=O)N([C@@H](C)CO)C[C@@H]2C)cc1 | -5.8 | nt |
| CN/C(=C/[N+](=O)[O-])NCCSCc1csc(CN(C)C)n1 | 0.2 | 8 |
| COC(=O)c1ccc(NC(=O)CSc2nnc(-c3cccc(Cl)c3)n2C)cc1 | 0.3 | -4 |
| O=C(NCC[C@@H]1CC[C@H](NS(=O)(=O)c2cccc(F)c2)[C@@H](CO)O1)C1CCOCC1 | 0.0 | 5 |
| C[C@@H]1CN([C@@H](C)CO)S(=O)(=O)c2ccc(C#CC3CCCC3)cc2O[C@H]1CN(C)C(=O)Cc1ccccc1 | -0.3 | 1 |
| Cc1noc(C)c1S(=O)(=O)Nc1ccc2c(c1)CC(=O)N([C@@H](C)CO)C[C@H](C)[C@H](CN(C)C(=O)Nc1ccc(F)cc1)O2 | 1.4 | nt |
| CO[C@H]1CN(C)C(=O)c2ccc(NC(=O)C3CCC3)cc2OC[C@H](C)N(Cc2nccs2)C[C@H]1C | 0.0 | -7 |
| CN1/C(=C\C=C2\C(=O)Oc3ccccc3C2=O)C(C)(C)c2ccccc21 | -1.7 | -18 |
| Cc1ccc(S(=O)(=O)N(C)C[C@@H]2Oc3c(NC(=O)NC4CCCCC4)cccc3C(=O)N([C@H](C)CO)C[C@@H]2C)cc1 | nt | -2 |
| CCC(=O)Nc1ccc2c(c1)C(=O)N(C)C[C@@H](OC)[C@@H](C)CN(Cc1cccc(F)c1)[C@@H](C)CO2 | 0.2 | 6 |
| C[C@@H]1CCCCO[C@H](CN(C)S(=O)(=O)c2cn(C)cn2)[C@@H](C)CN([C@@H](C)CO)C(=O)c2cc(NC(=O)Nc3ccccc3)ccc2O1 | -2.5 | nt |
| CC(C)CC#Cc1ccc2c(c1)O[C@H](CN(C)C(=O)Cc1ccccn1)[C@@H](C)CN([C@H](C)CO)S2(=O)=O | -0.9 | -13 |
| C[C@H](CO)N1C[C@H](C)[C@@H](CN(C)C)Oc2cc(-c3cccc(C(=O)N(C)C)c3)ccc2S1(=O)=O | 0.5 | nt |
| Cn1nnc2cc(NC(=O)NCCO)ccc21 | -0.4 | nt |
| Cc1cc2c(=O)n(Cc3ccco3)c(SCC(=O)c3ccc(Cl)s3)nc2s1 | -0.3 | -11 |
| C[C@H]1CN([C@@H](C)CO)S(=O)(=O)c2ccc(C#CC(C)(C)O)cc2O[C@H]1CN(C)Cc1ccc(F)cc1 | 0.1 | -5 |
| O=C(C[C@@H]1C[C@H]2c3cc(NC(=O)c4ccc5c(c4)OCO5)ccc3O[C@H]2[C@H](CO)O1)NCc1ccc(Cl)cc1 | -1.7 | 5 |
| Cc1ccc(S(=O)(=O)N(C)C[C@@H]2OCCCC[C@H](C)Oc3ccc(NC(=O)NC(C)C)cc3C(=O)N([C@@H](C)CO)C[C@H]2C)cc1 | -2.0 | nt |
| C[C@H]1CN([C@@H](C)CO)C(=O)Cc2cc(NC(=O)NC3CCCCC3)ccc2O[C@H]1CN(C)Cc1ccc(C(F)(F)F)cc1 | -0.5 | nt |
| O=C(CN1CCOCC1)Nc1ccc(S(=O)(=O)N2CCCC2)cc1 | -0.1 | -2 |
| Cc1ccc(S[C@]2(C(=O)NC3CC3)CC(=O)N(C3CCCCC3)[C@@H]2c2ccc(CO)cc2I)cc1 | nt | 1 |
| C[C@@H]1CCCCO[C@@H](CN(C)C(=O)Nc2ccc3c(c2)OCO3)[C@H](C)CN([C@H](C)CO)C(=O)c2cc(NS(=O)(=O)c3ccccc3)ccc2O1 | 5.1 | nt |
| C/C=C/c1cnc2c(c1)C(=O)N([C@H](C)CO)C[C@H](C)[C@H](CN(C)Cc1ccccc1F)O2 | 0.2 | -5 |
| O=C(N/N=C/c1ccc(Br)s1)c1ccccc1O | nt | 2 |
| COc1ccc(NC(=O)N[C@H]2CC[C@H](CCn3cc(C4(O)CCCC4)nn3)O[C@H]2CO)cc1 | 0.2 | 7 |
| C[C@H]1CCCCO[C@H](CN(C)C(=O)CCCN(C)C)[C@@H](C)CN([C@@H](C)CO)C(=O)c2cc(NS(C)(=O)=O)ccc2O1 | 4.0 | 7 |
| CCC(=O)N1C[C@@H](C)[C@H](OC)CN(C)C(=O)c2cc(NC(=O)COC)ccc2OC[C@@H]1C | -0.1 | 1 |
| Cc1ccccc1-c1ccc2c(c1)O[C@@H](CN(C)C)[C@H](C)CN([C@@H](C)CO)S2(=O)=O | -1.0 | 1 |
| COc1ccc(CN(C)C[C@H]2Oc3ccc(NS(=O)(=O)c4ccc(C)cc4)cc3C(=O)N([C@H](C)CO)C[C@@H]2C)cc1 | nt | 25 |
| C[C@H]1CN([C@@H](C)CO)C(=O)c2cc(NC(=O)c3ccncc3)ccc2O[C@@H]1CN(C)S(=O)(=O)c1ccccc1 | -2.5 | -2 |
| COc1ccc(S(=O)(=O)Nc2ccc3c(c2)C(=O)N([C@@H](C)CO)C[C@@H](C)[C@@H](CN(C)Cc2ccc(C(F)(F)F)cc2)O3)cc1 | 0.7 | nt |
| CO[C@@H]1CN(C)C(=O)c2ccc(NC(=O)Nc3ccccc3F)cc2OC[C@@H](C)N(Cc2ccccc2F)C[C@H]1C | 0.4 | -35 |
| C[C@H](NC(=O)C[C@H]1C[C@H]2c3cc(NC(=O)c4cccnc4)ccc3O[C@H]2[C@@H](CO)O1)c1ccccc1 | -0.1 | 3 |
| CO[C@H]1CN(C)C(=O)c2cc(NS(C)(=O)=O)ccc2OC[C@@H](C)N(C(=O)C2CCOCC2)C[C@H]1C | 0.2 | 6 |
| C[C@H](CO)N1C[C@H](C)[C@@H](CN(C)C(=O)C2CCC2)Oc2ncc(-c3ccncc3)cc2C1=O | nt | 0 |
| CC(C)C#Cc1ccc2c(c1)O[C@H](CN(C)C(=O)NC(C)C)[C@@H](C)CN([C@@H](C)CO)S2(=O)=O | -0.3 | nt |
| C[C@H](CO)N1C[C@H](C)[C@H](CN(C)C(=O)Nc2ccc(F)cc2)Oc2ncc(-c3cccc(C(F)(F)F)c3)cc2C1=O | 2.8 | nt |
| C[C@@H](O)CNC(C)(C)CC(=O)N[C@@H]1CCc2ccccc2N(Cc2ccc(-c3ccccc3-c3nn[nH]n3)cc2)C1=O | -1.0 | -2 |
| CCCNC(=O)Nc1ccc2c(c1)OC[C@H](C)N(Cc1cccnc1)C[C@@H](C)[C@@H](OC)CN(C)C2=O | 0.5 | 5 |
| COc1ccc(Cl)cc1NC(=O)CN(c1c(C)cccc1C)S(C)(=O)=O | -0.1 | -6 |
| O=C(C[C@@H]1C[C@H]2c3cc(NC(=O)C4CCOCC4)ccc3O[C@H]2[C@@H](CO)O1)NCc1cc(F)ccc1F | 0.1 | -2 |
| CO[C@@H]1CN(C)C(=O)c2cc(NC(C)=O)ccc2OC[C@@H](C)N(C(=O)c2ccccc2)C[C@@H]1C | 0.1 | -8 |

The final five compounds of the section before come first, to join the parts:
| smiles | IDH1 R132H inh | PRC2 inh |
| --- | --- | --- |
| C[C@@H](O)CNC(C)(C)CC(=O)N[C@@H]1CCc2ccccc2N(Cc2ccc(-c3ccccc3-c3nn[nH]n3)cc2)C1=O | -1.0 | -2 |
| CCCNC(=O)Nc1ccc2c(c1)OC[C@H](C)N(Cc1cccnc1)C[C@@H](C)[C@@H](OC)CN(C)C2=O | 0.5 | 5 |
| COc1ccc(Cl)cc1NC(=O)CN(c1c(C)cccc1C)S(C)(=O)=O | -0.1 | -6 |
| O=C(C[C@@H]1C[C@H]2c3cc(NC(=O)C4CCOCC4)ccc3O[C@H]2[C@@H](CO)O1)NCc1cc(F)ccc1F | 0.1 | -2 |
| CO[C@@H]1CN(C)C(=O)c2cc(NC(C)=O)ccc2OC[C@@H](C)N(C(=O)c2ccccc2)C[C@@H]1C | 0.1 | -8 |
| C[C@@H]1CN([C@@H](C)CO)C(=O)c2cc(NC(=O)CCC(F)(F)F)ccc2O[C@@H]1CN(C)S(=O)(=O)c1ccc(Cl)cc1 | -0.2 | -6 |
| COCC(=O)N(C)C[C@H]1Oc2cc(C#CC3CCCC3)ccc2S(=O)(=O)N([C@H](C)CO)C[C@H]1C | nt | -20 |
| COc1ccccc1NC(=O)c1ccccc1NC(=O)CCc1ccccc1 | 0.0 | 12 |
| COc1ccc(S(=O)(=O)Nc2ccc3c(c2)C(=O)N([C@@H](C)CO)C[C@@H](C)[C@@H](CN(C)Cc2ccncc2)O3)cc1 | 5.8 | nt |
| CC(C)OC(=O)CSc1nnc(-c2ccccc2F)n1-c1ccccc1 | -0.4 | 4 |
| COc1cccc(NC(=O)N(C)C[C@H]2Oc3cc(C#CC4(O)CCCC4)ccc3S(=O)(=O)N([C@@H](C)CO)C[C@@H]2C)c1 | 0.3 | -13 |
| COC(=O)C[C@@H]1C=C[C@H](NS(=O)(=O)c2ccccc2F)[C@H](CO)O1 | 0.6 | 4 |
| Cc1ccc(S(=O)(=O)N[C@H]2CC[C@H](CCNC(=O)Nc3ccc(Cl)cc3)O[C@@H]2CO)cc1 | -0.1 | -16 |
| O=C(CN1CCOCC1)NCC[C@@H]1CC[C@@H](NC(=O)Nc2ccc(F)cc2)[C@@H](CO)O1 | 0.2 | 3 |
| C[C@H](CO)N1C[C@H](C)[C@@H](CN(C)Cc2ccncc2)Oc2ccc(NC(=O)CCN3CCOCC3)cc2C1=O | 4.8 | 9 |
| CCC(=O)N(C)C[C@H]1Oc2cc(C#Cc3ccncc3)ccc2S(=O)(=O)N([C@H](C)CO)C[C@@H]1C | 0.0 | -7 |
| C[C@@H]1CN([C@H](C)CO)C(=O)c2cc(NC(=O)C3CC3)ccc2O[C@@H]1CN(C)Cc1ccc(Oc2ccccc2)cc1 | 0.5 | -6 |
| O=C(NCC[C@@H]1CC[C@@H](NC(=O)C2CCCCC2)[C@H](CO)O1)Nc1ccc(Cl)cc1 | 0.7 | 0 |
| O=C(N[C@@H]1CC[C@@H](CCNS(=O)(=O)c2ccc(F)cc2)O[C@@H]1CO)C1CC1 | -0.1 | 1 |
| O=C(C[C@H]1C=C[C@@H](NC(=O)c2ccc(F)cc2)[C@@H](CO)O1)NCCc1ccncc1 | 0.1 | -5 |
| CO[C@H]1CN(C)C(=O)c2cc(NC(=O)c3ccc4c(c3)OCO4)ccc2OC[C@@H](C)N(CC2CC2)C[C@@H]1C | 0.4 | -1 |
| Cc1ncc([N+](=O)[O-])n1CC(=O)N(C)c1ccccc1 | 2.9 | nt |
| Cc1noc(C)c1NC(=O)N(C)C[C@@H]1Oc2c(NC(=O)CCCCCC(=O)Nc3ccccc3N)cccc2C(=O)N([C@H](C)CO)C[C@@H]1C | 0.4 | 17 |

Screening results (PubChem)

A portion of the library; count on the stated rates, not on these rows.
